Candida biofilm: kills Candida albicans biofilms. AID 834. inhibition, % at 6 µM. 0.14% of 85,000 active. C. albicans biofilm + clotrimazole, Alamar Blue;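 active = inhibition above 20%; inactive = inhibition below 20%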;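 note: preformed 24 hr biofilms exposed to compound for 48 hr; 0% = biofilm without compound and 100% = blank killed by clotrimazole plus chlorhexidine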
sEH activator: activators of human soluble epoxide hydrolase; purified human sEH enzymatic activity, activator screen; P34913; 0.04% of 91,000 active; activation, % at 2 µM; in the data active = activation above about 37%; note: values of inactives mirror those of a sister screen read the other way
ERb coact inh: ER-beta (human) coactivator binding inhibition; Q92731; TR-FRET ER-beta LBD / SRC1-Cy5 peptide binding; receptor agonist-loaded with 1 µM estradiol; inhibition, % at 25.6 µM; 1.3% of 86,000 active;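 active = compounds whose percent inhibition of the receptor-coactivator binding signal exceeds about 50% in the single-dose screen, limit read from the data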;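 note: 0% = receptor plus peptide wells without compound and 100% = peptide-only wells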
Target sequence (Q92731 whole entry, looked up, the tested form may be a part): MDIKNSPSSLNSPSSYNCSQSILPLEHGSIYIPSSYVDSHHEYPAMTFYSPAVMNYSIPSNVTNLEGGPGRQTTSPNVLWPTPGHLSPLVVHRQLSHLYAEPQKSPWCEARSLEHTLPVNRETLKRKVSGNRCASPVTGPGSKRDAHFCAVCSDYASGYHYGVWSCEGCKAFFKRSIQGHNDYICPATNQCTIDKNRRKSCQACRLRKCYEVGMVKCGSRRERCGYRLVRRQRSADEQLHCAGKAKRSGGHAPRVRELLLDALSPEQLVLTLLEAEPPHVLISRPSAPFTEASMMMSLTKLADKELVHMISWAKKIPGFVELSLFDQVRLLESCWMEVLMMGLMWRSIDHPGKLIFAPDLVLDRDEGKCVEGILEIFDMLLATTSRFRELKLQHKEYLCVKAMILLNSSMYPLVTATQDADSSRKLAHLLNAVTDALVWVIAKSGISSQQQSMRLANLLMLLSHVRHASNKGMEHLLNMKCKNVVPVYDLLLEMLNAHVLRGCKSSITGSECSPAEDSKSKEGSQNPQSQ
HUVEC tox TNFa: toxic to HUVEC cells under TNF alpha stimulation | cell count reduction, % at 2 µM | HUVEC TNFalpha-stimulated, Hoechst cell count, imaging | 0.17% of 93,000 active;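 active = cell count reduction exceeding the screen mean by over 5 SD, scaled to untreated wells per plate, cut at about 78% in these data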;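 note: cells counted after 24 h of TNF alpha exposure following the 1 h pretreatment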
HUVEC tox IL1B: HUVEC cytotoxicity counter-screen, IL-1B stimulated; AID 845; HUVEC cell count loss, Hoechst imaging; 0.41% of 94,000 active; cell count reduction, % at 2 µM;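 active = cell count reduction more than 3 SD above the screen-wide mean, cut at about 70% in these data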;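 note: normalized per plate to untreated control cells as the no-loss baseline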
sEH inh: inhibitors of human soluble epoxide hydrolase; P34913; inhibition, % at 2 µM; AID 707; recombinant human sEH enzymatic activity assay; 0.34% of 91,000 active; in the data active = inhibition above about 80%; note: values of inactives mirror those of a sister screen read the other way; many of its hits are not listed in these tables
VCAM1 TNFa inh: reduces TNF alpha induced VCAM1 expression in HUVEC; HUVEC TNFa-induced VCAM-1 immunofluorescence, high-content imaging; inhibition, % at 2 µM; 0.48% of 95,000 active; AID 802;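 active = inhibition above the batch mean plus 3 SD, with images confirmed as a hit by eye, cut at about 37% in these data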;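 note: 0% = TNF-stimulated DMSO wells and 100% = unstimulated control wells; not every result past the cut was called active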
Smad3 FoxH1 inh: Smad3 (human) transcription factor binding inhibition | AID 630 | TR-FRET Smad3/Dy647-FoxH1 peptide binding, europium anti-His | P84022 | 0.29% of 88,000 active | inhibition, % at 25 µM;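 active = compounds that reduce the energy-transfer binding signal between the protein and its labelled peptide by more than half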;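 note: 0% = Smad3 plus labelled peptide maximal FRET and 100% = peptide-only background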
Target sequence (P84022 whole entry, looked up): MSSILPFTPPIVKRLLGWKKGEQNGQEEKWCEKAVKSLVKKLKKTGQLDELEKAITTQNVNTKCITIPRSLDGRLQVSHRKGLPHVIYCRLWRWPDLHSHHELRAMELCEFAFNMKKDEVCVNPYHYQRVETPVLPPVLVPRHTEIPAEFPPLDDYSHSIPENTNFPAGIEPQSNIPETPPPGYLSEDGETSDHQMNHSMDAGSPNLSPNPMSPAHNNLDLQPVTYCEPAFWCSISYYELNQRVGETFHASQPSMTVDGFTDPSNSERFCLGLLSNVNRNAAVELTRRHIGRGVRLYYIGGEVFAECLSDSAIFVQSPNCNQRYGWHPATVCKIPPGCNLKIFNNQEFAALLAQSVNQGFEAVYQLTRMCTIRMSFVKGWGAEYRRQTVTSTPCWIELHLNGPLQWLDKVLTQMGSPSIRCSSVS
F-actin modifier: modifiers of cytoskeleton assembly; HUVEC TNFa F-actin phalloidin imaging, high content; inhibition, % at 2 µM; 0.18% of 91,000 active; AID 836;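 active = inhibition above the batch mean plus 3 SD and confirmed as a hit by visual image inspection, cut at about 30% in these data, passing the limit was not always enough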; note: strong numbers were not always called active
An asterisk follows results filed as active; nt = not tested or not shown; [ ] = dose if it differs, or a comment. This is a subset; the hit share may differ from the screen's.

SMILES | Candida biofilm | sEH activator | ERb coact inh | HUVEC tox TNFa | HUVEC tox IL1B | sEH inh | VCAM1 TNFa inh | Smad3 FoxH1 inh | F-actin modifier
Cc1ccc(C(c2sc3nc(C)nn3c2O)N2CCN(c3ccccc3F)CC2)cc1 (stereo unspecified) | nt | 1 | 72*[fluorescence artefact?] | -11 | -16 | 2 | 4 | 2 | -60
O=C1c2ccccc2C(=O)N1Cc1nc2ccccc2c(=O)n1CCCn1ccnc1 | 5 | -6 | 8 | -11 | 1 | 8 | 22 | -10 | -20
Cc1cc(C(=O)CSc2nnc(-c3ccncc3)n2-c2ccccc2)c(C)n1C | 9 | 9 | 14[fluorescence artefact?] | -32 | 19 | -10 | 5 | 8 | 33
Cc1ccc(-c2nc3ccccc3c(=O)n2CCCn2ccnc2)cc1 | 11 | 2 | -7 | 5 | -8 | -2 | 3 | -6 | -13
CN(C)c1nc(Oc2ccc(=O)[nH]n2)nc(N2CCOCC2)n1 | 6 | 9 | -11 | -10 | 2 | -5 | 6 | 4 | -8
CS(=O)(=O)c1nc(-c2ccc(Br)cc2)cc(-c2ccccc2)c1C#N | 2 | -10 | 12[fluorescence artefact?] | -1 | 26 | 10 | -4 | -2 | 19
COC(=O)/C=c1/s/c(=C(/C#N)C(=O)N2CCOCC2)n(-c2ccccc2)c1=O | 6 | 2 | 8 | -22 | 19 | -1 | 13 | 1 | 5
CC1CCN(C(=O)CSCc2ccc(Cl)cc2)CC1 | 3 | 7 | -5 | -26 | -1 | -7 | 10 | 7 | 14
Cn1c(Cn2nnc3ccccc32)nnc1SCC(=O)N1CCc2ccccc21 | 2 | 13 | 5 | -10 | -2 | -14 | -8 | -9 | -7
C=CCn1c(Sc2nc(C)cs2)nc2c1c(=O)[nH]c(=O)n2C | nt | 0 | nt | -10 | 9 | 4 | -8 | nt | 10
Cc1onc(-c2ccccc2Cl)c1C(=O)N1CCN(C(=O)c2ccco2)CC1 | nt | -5 | 6 | -25 | -1 | 6 | 3 | 5 | nt
COc1ccccc1-n1c(SCC(=O)N2CCCC2)nc2cccnc21 | 8 | 3 | -21 | -7 | -31 | -3 | -15 | 8 | 6
CCOc1ccc2nc(SCC(=O)NC3CCS(=O)(=O)C3)[nH]c2c1 (stereo unspecified) | 7 | 3 | 2 | -2 | 14 | -2 | -10 | 3 | 2
O=C1OC(c2ccccc2)=C/C1=C/N1CCCCC1 | 6 | 8 | -5 | -9 | 7 | -10 | -4 | 5 | -30
Cc1cc(C)n(-c2nc3ccccc3c(=O)n2OCC(=O)Nc2c(C)cccc2C)n1 | 6 | 18 | -4 | -16 | -14 | -19 | -3 | 6 | -8
CCOC(=O)c1sc(NC(=O)c2cc(-c3ccc(C)cc3)nc3ccccc23)c(C#N)c1C | nt | -7 | nt | -6 | -96 | 10 | 6 | nt | -32
FC(F)(F)c1cc(-c2ccco2)nc(NCCc2ccccc2)n1 | 1 | -6 | -2 | 8 | -1 | 8 | -1 | 3 | -4
Cc1ccc(CCNC(=O)C2CCN(S(=O)(=O)N3CCCC3)CC2)cc1 | 5 | -34 | 28 | 6 | 25 | 36 | 9 | -8 | -5
CCCC(=O)Nc1cccc(Oc2nc(C)cc(C)c2C#N)c1 | -3 | 8 | 3 | 18 | 25 | -5 | 0 | 1 | -8
COc1ccc(OC)c(C2C(C(C)=O)=C(O)C(=O)N2Cc2cccnc2)c1 (stereo unspecified) | 3 | 7 | 2[fluorescence artefact?] | -37 | -19 | -6 | -47 | 3 | 1
CC1(C)NC(=O)N(CC(O)CNC23CC4CC(CC(C4)C2)C3)C1=O (stereo unspecified) | -5 | 9 | -1 | -7 | 11 | -6 | -9 | -11 | 8
CCC(=O)Nc1cc(-c2nn(C)c(=O)c3ccccc23)ccc1OC | nt | -11 | nt | -16 | -38 | 11 | 6 | nt | 18
COc1cc(/C=C2\OC(=O)c3c(OC)cccc32)ccc1O | nt | 16 | nt | 3 | -8 | -18 | -11 | nt | 14
Cc1cccc(Cn2c(=O)n(-c3ccc(CC(=O)NCc4ccco4)cc3)c(=O)c3sccc32)c1 | 3 | -4 | 12 | 4 | -3 | 7 | 8 | 10 | -9
O=C1N(c2ccc(Cl)c(Cl)c2)CN(Cc2ccccc2)CN1n1cnnc1 | 0 | -7 | 5 | -2 | 16 | 11 | -2 | -19 | -4
Cn1c(=O)n(C)c2cc(C(=O)c3ccccc3)ccc21 | 4 | nt | 8[fluorescence artefact?] | 7 | -5 | nt | 11 | 1 | -13
COc1ccccc1OCC(=O)N(Cc1nc(-c2ccc(Cl)cc2)no1)C(C)C | 0 | nt | -1 | -24 | 23 | nt | 12 | -1 | -11
COc1ccc(-c2nc3ccccc3c(=O)n2CCN2CCOCC2)cc1 | 4 | -1 | -11 | 28 | 14 | -2 | 9 | -2 | -4
O=C1NC(c2cccnc2)C(C(=O)c2cccs2)C(O)(C(F)(F)F)N1 (stereo unspecified) | 3 | 1 | -4 | -15 | -3 | -3 | -8 | -1 | -11
Cc1cc(C)c2nc(N3CCCC(C(=O)N4CCN(c5ncccn5)CC4)C3)sc2c1 (stereo unspecified) | 4 | -7 | -5 | -12 | 14 | 6 | 1 | -12 | 2
Cc1csc(Nc2ccccc2C(F)(F)F)n1 | 7 | -8 | -7 | 5 | -23 | 10 | 7 | 20[fluorescence artefact?] | 7
CCCS(=O)(=O)N1CCCC(C(=O)NCCN2CCCCC2C)C1 (stereo unspecified) | 4 | -3 | 10 | -12 | -69 | 0 | 6 | 4[fluorescence artefact?] | 3
O=C1C(Cl)=C(N2CCCCCC2)C(=O)N1c1ccccc1 | 7 | -2 | 1 | -12 | 15 | 1 | -5 | -5 | 13
O=C(CN(C(=O)C1CSC(=O)C1)c1ccccc1F)NCc1ccc2c(c1)OCO2 (stereo unspecified) | 8 | 7 | -18[fluorescence artefact?] | -5 | -16 | -8 | 7 | 12 | -22
CCOC(=O)CNC(=O)CNC(=O)Cn1ccc2ccccc2c1=O | -4 | -5 | -10 | -23 | -10 | 8 | 9 | 11 | 17
CCOC(=O)C1C(=O)C=C(c2ccc([N+](=O)[O-])cc2)CC1c1ccccc1 (stereo unspecified) | nt | -3 | nt | 0 | nt | 0 | -16 | nt | 10
COc1ccc(CN2C(=O)CN=C2Nc2ccc(C)cc2C)cc1 | 2 | 2 | 5 | 2 | -34 | -1 | 7 | 7[fluorescence artefact?] | 16
COc1cc(C(=O)OCC(=O)Nc2cc(C)on2)cc(OC)c1OC | 7 | 0 | -6 | -6 | 0 | 2 | 8 | 1 | -12
O=C(Cn1nnc(-c2ccccc2F)n1)Nc1ccc2c(c1)OCO2 | -3 | nt | -5 | -38 | -26 | nt | 19 | -6 | 9
Cc1ccc2c(c1)nnn2C1CCN(S(=O)(=O)c2ccc(C(=O)N3C(C)CCCC3C)cc2)CC1 (stereo unspecified) | 4 | 13 | -6 | 2 | 45 | -14 | 4 | 7 | -18

Pulled by structure from the list above (2):
SMILES | Candida biofilm | sEH activator | ERb coact inh | HUVEC tox TNFa | HUVEC tox IL1B | sEH inh | VCAM1 TNFa inh | Smad3 FoxH1 inh | F-actin modifier
CCCS(=O)(=O)N1CCCC(C(=O)NCCN2CCCCC2C)C1 (stereo unspecified) | 4 | -3 | 10 | -12 | -69 | 0 | 6 | 4[fluorescence artefact?] | 3
O=C(Cn1nnc(-c2ccccc2F)n1)Nc1ccc2c(c1)OCO2 | -3 | nt | -5 | -38 | -26 | nt | 19 | -6 | 9

Individual results from the list.
`COc1cc(C(=O)OCC(=O)Nc2cc(C)on2)cc(OC)c1OC` in F-actin modifier reads -12
`CCOC(=O)CNC(=O)CNC(=O)Cn1ccc2ccccc2c1=O` in sEH activator reads -5
`O=C(Cn1nnc(-c2ccccc2F)n1)Nc1ccc2c(c1)OCO2` in VCAM1 TNFa inh reads 19

Continuation.
SMILES | Candida biofilm | sEH activator | ERb coact inh | HUVEC tox TNFa | HUVEC tox IL1B | sEH inh | VCAM1 TNFa inh | Smad3 FoxH1 inh | F-actin modifier
COc1ccccc1CC(NC(C)=O)C(=O)N1CCN(C(=O)Nc2ccccc2Cl)CC1 (stereo unspecified) | 7 | 7 | -15 | -15 | -5 | -5 | -5 | -2 | 4
COc1ccc(S(=O)(=O)Nc2ccc3c(c2)OCO3)cc1C | 1 | 10 | 10 | -2 | -10 | -10 | 7 | -7 | 7
CC1(C)Cc2c(sc3nc4n(c(=N)c23)CCCCC4)CO1 | 4 | 7 | -8 | -3 | 10 | -6 | 13 | -5 | -5
Cc1cnc(C(=O)OCC(=O)Nc2ccc(Cl)cc2Cl)cn1 | 4 | 15 | 5 | -3 | -36 | -12 | 7 | -1 | -14
CCOC(=O)c1cc(NC(=O)c2c(C)noc2C)cc(C(=O)OCC)c1 | 2 | -13 | 6 | -34 | 3 | 11 | -1 | -1 | 6
O=c1c2ccccc2nc(-c2ccco2)n1/N=C/c1ccco1 | 1 | 1 | 3 | 5 | -6 | -2 | -2 | 13 | 50
c1ccc(Cc2nn3c(COc4ccccc4)nnc3s2)cc1 | 3 | -10 | -2 | 7 | 5 | 10 | 12 | 9 | 1
O=C(NCCN1CCCC1)C1(S(=O)(=O)c2ccc(Cl)cc2)CC1 | nt | nt | 14 | -25 | -2 | nt | -12 | 1 | -4
COc1ccc(N2C(=O)CC(N(Cc3ccc(S(N)(=O)=O)cc3)C(C)=O)C2=O)cc1 (stereo unspecified) | 6 | 6 | -11 | -11 | 3 | -6 | 13 | 7 | -16
Cc1ccccc1OCc1nnc(SCC(=O)Nc2ccc3c(c2)OCO3)n1C | 10 | 6 | 3 | 3 | -4 | -6 | -8 | 7[fluorescence artefact?] | -19
O=C(O)C1C2C=CC(CC2)C1C(=O)O (stereo unspecified) | 5 | 19 | -3 | -16 | 0 | -22 | -10 | 30[fluorescence artefact?] | nt
Cc1ccc(Cn2ccc(-c3cnc(-c4ccccc4)s3)n2)cc1 | 1 | 13 | 5 | -29 | -2 | -15 | 5 | -1 | nt
CC1CCN(CC(O)COCCC23CC4CC(CC(C4)C2)C3)CC1 (stereo unspecified) | 2 | -3 | -6 | -21 | 10 | 5 | 13 | 3 | -7
CSc1ccc(Cl)c(C(=O)NCC(C)C)c1 | 6 | 1 | -3[fluorescence artefact?] | -10 | -5 | -1 | 4 | 1 | -1
Cc1cc(C)c(C(N)=O)c(NC(=O)Nc2ccccc2)n1 | nt | 0 | nt | -25 | -30 | 1 | 16 | nt | 33
CCCCn1c(CN2CCN(c3ccccc3)CC2)nc2c1c(=O)n(C)c(=O)n2C | 0 | -3 | -13 | 49 | -25 | 3 | 21 | 6 | -2
CCCC(=O)Nc1cccc(C(=O)Nc2nccs2)c1 | -4 | nt | -13 | 12 | 14 | nt | 10 | -4 | 3
CC(=O)c1c(C)[nH]c(C(=O)OCC(=O)N2CCN(S(=O)(=O)c3ccc(C)cc3C)CC2)c1C | nt | 1 | nt | 4 | 15 | 0 | -7 | nt | 5
O=c1cc(N2CCOCC2)[nH]c(=O)n1C1CCCCC1 | 9 | -4 | 3 | 16 | -41 | 5 | -7 | 0 | -19
CCC1(C)OC(=O)N2CCc3c(C)[nH]c4c(C)ccc(c34)C21C (stereo unspecified) | nt | -14 | nt | -8 | -5 | 14 | 9 | nt | 15
COC(=O)C1=NN(C(=O)c2ccccc2)C(C)(O)C1 (stereo unspecified) | 7 | -1 | -13 | -30 | -118 | 0 | -3 | -17 | 1
N/C(=N\OC(=O)c1ccc(Cl)c(Cl)c1)c1cccnc1 | nt | 3 | nt | -13 | 2 | -2 | -13 | nt | -13
CC(=O)Nc1ccc(S(=O)(=O)N2CCc3c(Cl)cccc3C2)cc1 | 13 | -7 | 1[fluorescence artefact?] | -9 | 0 | 7 | 27 | -9 | -23
CCN1C(=O)c2cccc3c(S(=O)(=O)Nc4ccccc4OC)ccc1c23 | 7 | 16 | 4 | 46 | 1 | -18 | 6 | -7 | 36
Cc1ccc(C(=O)Nc2ccc(N3CCOCC3)nc2)cc1 | nt | 7 | nt | -18 | 9 | -6 | 1 | nt | 35
CCN1CCN(CC(O)COC(C)C)CC1 (stereo unspecified) | nt | 18 | nt | -3 | 1 | -17 | 0 | nt | 13
